Source: PubChem
DAX1 inh-1 = DAX1 (NR0B1) inhibitors, primary screen, cell-based, HEK293, Gal4-DAX1, luciferase luminescence; AID 504766, 2011; 0.99% of 340,000 active; Nuclear receptor subfamily 0 group B member 1 (Homo sapiens), P51843; inhibition, % at 6.75 µM; HEK293 Gal4-DAX1 luciferase reporter;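 active = inhibition above the mean over all tested compounds plus 3 SD, cut at about 4.2% in these data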;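 note: 0% = DAX1-transfected cells with DMSO and 100% = empty-vector control cells with DMSO; inhibition shows as a rise in luminescence from relieved DAX1 repression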
NPR1 activator = GC-A stimulated cGMP production enhancers – HEK293 GC-A cells, cGMP TR-FRET, EC30 ANP, primary screen; Atrial natriuretic peptide receptor 1 (Homo sapiens), P16066; 0% at EC30 ANP, 100% saturating ANP; activation, % at 10 µM; 0.14% of 370,000 active; AID 1671463, 2021; in the data active = activation above about 40%
GC-B act = human GC-B receptor activators, primary screen, HEK293 GC-B cells, cGMP TR-FRET, EC30 CNP. 0% at EC30 CNP, 100% saturating CNP. activation, % at 10 µM. 0.11% of 370,000 active. AID 1920062, 2024;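 active = activation at 10 µM reaching about 35% in either raw or pattern-adjusted values, limit read from the data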
Target sequence (P20594 whole entry, looked up): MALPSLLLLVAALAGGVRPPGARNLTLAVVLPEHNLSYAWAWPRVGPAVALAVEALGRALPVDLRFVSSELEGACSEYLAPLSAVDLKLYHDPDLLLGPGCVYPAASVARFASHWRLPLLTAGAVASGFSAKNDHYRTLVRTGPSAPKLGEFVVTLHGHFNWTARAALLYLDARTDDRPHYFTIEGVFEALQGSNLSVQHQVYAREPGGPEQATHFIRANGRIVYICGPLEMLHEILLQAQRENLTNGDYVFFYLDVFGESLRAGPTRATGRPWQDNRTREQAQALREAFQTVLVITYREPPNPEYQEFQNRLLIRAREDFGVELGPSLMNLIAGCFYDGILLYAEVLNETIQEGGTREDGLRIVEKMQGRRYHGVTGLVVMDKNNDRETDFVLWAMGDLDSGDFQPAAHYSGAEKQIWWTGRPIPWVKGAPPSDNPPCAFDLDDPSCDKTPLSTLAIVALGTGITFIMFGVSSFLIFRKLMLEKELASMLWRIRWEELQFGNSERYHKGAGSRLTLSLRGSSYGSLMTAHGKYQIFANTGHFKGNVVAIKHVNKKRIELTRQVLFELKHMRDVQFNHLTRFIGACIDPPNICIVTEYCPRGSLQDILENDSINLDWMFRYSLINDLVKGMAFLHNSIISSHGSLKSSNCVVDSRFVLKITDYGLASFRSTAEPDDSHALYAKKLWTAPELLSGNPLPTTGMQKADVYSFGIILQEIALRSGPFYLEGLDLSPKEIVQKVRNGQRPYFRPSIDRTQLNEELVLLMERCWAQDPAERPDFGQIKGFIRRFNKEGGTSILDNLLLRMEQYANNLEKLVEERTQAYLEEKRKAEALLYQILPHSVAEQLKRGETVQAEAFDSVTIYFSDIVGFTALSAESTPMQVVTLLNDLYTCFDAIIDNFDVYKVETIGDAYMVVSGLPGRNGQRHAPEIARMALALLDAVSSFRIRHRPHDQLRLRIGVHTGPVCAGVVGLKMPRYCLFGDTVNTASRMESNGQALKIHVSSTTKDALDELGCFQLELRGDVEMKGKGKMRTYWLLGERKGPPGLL
HGIII-sPLA2 inh = human group III sPLA2 inhibitors, primary screen, biochemical, QFRET, BODIPY PC-A2 liposome substrate; Group 3 secretory phospholipase A2 (Homo sapiens), Q9NZ20; QFRET BODIPY PC-A2 liposome hydrolysis, fluorescence; inhibition, % at 12.2 µM; 0.56% of 370,000 active;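 active = inhibition above mean plus 3 SD of compounds lying within the high and low control bounds, cut at about 19% in these data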;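 note: 0% = median of test compound wells and 100% = no enzyme DMSO wells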
SMARCA2 act = SMARCA2 (BRM) function activators, primary screen, cell-based, luminescence, high throughput. MG213 cells, MMTV-luciferase reporter, dexamethasone, overnight. activation, % at 9.1 µM. 1% of 370,000 active. AID 652017, 2013; in the data active = activation above about 7.8%;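 note: 0% = vehicle wells and 100% = reference activator wells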
hgDAF12 agonist = H. glycines DAF-12 receptor agonists, primary screen, cell-based, luminescence, HEK293, GAL4 fusion, UAS-luciferase | HEK293 GAL4-hgDAF12 UAS-luciferase reporter, agonist luminescence; normalized to butyrate control | 1.8% of 370,000 active | Nuclear hormone receptor DAF-12 (Heterodera glycines), GAL4 fusion | activation, % at 6.8 µM;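 active = activation above a cutoff set at the mean of all screened compounds plus 3 SD, cut at about 10% in these data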;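 note: 0% = DMSO wells and 100% = sodium butyrate wells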
ssDAF12 agonist = S. stercoralis DAF-12 nuclear receptor activators, primary screen, cell-based, luminescence, HEK293, GRIP1 co-expression, lit1-tk-luc. Nuclear hormone receptor DAF-12 (Strongyloides stercoralis). HEK293 ssDAF-12/GRIP1 lit1-tk-luc reporter; % of 3 µM dafachronic acid response. activation, % at 6.8 µM. 1% of 370,000 active;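 active = activation above the mean over all tested compounds plus 3 SD, cut at about 0.9% in these data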;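 note: 0% = DMSO-only wells and 100% = 3 µM delta7-dafachronic acid wells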
DAX1 inh-2 = DAX1 (NR0B1) inhibitors on StAR promoter, primary screen, cell-based, luminescence, SF-1 (NR5A1), full-length DAX-1. HEK293T StAR-luciferase reporter, SF-1/DAX-1 repression relief. inhibition, % at 6.8 µM. 1.1% of 370,000 active. AID 652010, 2013;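 active = inhibition above the mean over all tested compounds plus 3 SD, cut at about 3.6% in these data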;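 note: 0% = DAX-1 cells with DMSO and 100% = cells lacking DAX-1 with DMSO; higher inhibition means more luminescence from relief of DAX-1 repression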
GAA850 FXN act = FXN promoter activators, primary screen, cell-based, luciferase luminescence, HEK293 lucGAA850 | HEK293 lucGAA850 FXN promoter luciferase reporter, 24 h; percent of 10 µM SAHA response | activation, % at 6 µM | 0.56% of 360,000 active | AID 540364, 2011;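 active = activation above the average of all compounds screened plus 3 SD, cutoff fixed separately per campaign, cut at about 7.5% in these data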;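 note: 0% = DMSO wells and 100% = 10 µM SAHA wells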
proKLK7 act = proKLK7 zymogen activators, primary screen, biochemical, fluorescence intensity; 0.9% of 370,000 active; purified proKLK7, EDANS-DABCYL substrate fluorescence; 100% is mature enzyme control, 0% vehicle; activation, % at 7 µM;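 active = activation above the mean of all tested compounds plus 3 SD, computed per campaign excluding outliers beyond control limits, cut at about 13% in these data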
hcDAF-12 act = H. contortus DAF-12 nuclear receptor activators, primary screen, cell-based, luminescence, HEK293, lit1-tk-luc reporter; HEK293 hcDAF-12 lit1-tk-luc reporter; 0% DMSO, 100% Δ7-dafachronic acid; activation, % at 6.8 µM; 1.4% of 370,000 active; AID 652067, 2013;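 active = activation above the mean of all tested compounds plus 3 SD, cut at about 5.5% in these data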;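 note: 100% = response to 3 µM Δ7-dafachronic acid high control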
An asterisk follows results filed as active; / = no result given.

SMILES	DAX1 inh-1	NPR1 activator	GC-B act	HGIII-sPLA2 inh	SMARCA2 act	hgDAF12 agonist	ssDAF12 agonist	DAX1 inh-2	GAA850 FXN act	proKLK7 act	hcDAF-12 act
Cc1ccccc1/C=C/C(=O)c1ccc([N+](=O)[O-])o1	/	5.4	-6.1	2.4	1.6	-8.0	-1.7	-2.1	/	0.3	-1.7
CNS(=O)(=O)c1ccc(C(=O)NCC(=O)NCCC(c2ccccc2)c2ccccc2)cc1	-1.6	-2.9	-3.7	-25.0	-2.7	-3.9	-2.1	-1.7	-1.7	-0.5	1.7
Cc1[nH][nH]c(=O)c1C(c1ccc(F)cc1)c1c(C)[nH][nH]c1=O	-2.1	9.3	10.5	-15.8	0.4	-1.0	-1.2	-0.7	0.8	0.2	0.1
Cc1cc(NC(=O)CSc2nnc(-c3c[nH]c4ccccc34)n2-c2ccc(F)cc2)no1	3.9	-3.0	-4.0	-15.4	-0.3	2.4	-0.7	1.6	1.4	0.3	-1.8
Cn1ccc2c(N3CCCCC3)cc3c(c21)C1CCC3O1 (stereo not given)	/	-2.3	7.4	-3.2	-4.9	0.0	-1.7	-0.4	/	-0.4	0.7
COC(=O)CCC(=O)Nc1ccc(S(=O)(=O)Nc2cc(OC)nc(OC)n2)cc1	0.6	5.4	0.7	0.6	-0.1	-2.6	-1.3	0.0	1.0	0.7	1.4
Cc1noc(C)c1C(=O)N1CCCC(C(=O)c2ccc(Cl)cc2)C1 (stereo not given)	-1.1	-2.5	-1.8	-0.7	1.8	1.3	-0.7	-0.3	1.3	-0.5	0.2
Cc1cc(-c2nc(C)c(C(=O)NNS(=O)(=O)c3ccccc3)s2)no1	/	-4.9	-0.6	-0.3	-0.1	-0.1	-2.0	-0.2	-0.3	-0.1	0.8
CCc1cccc(NC(=S)N2CCC(c3ccccc3)C2)c1 (stereo not given)	1.0	6.0	1.1	-0.2	4.6	2.3	-0.4	0.4	3.5	-0.3	-0.4
COC(=O)c1ccc(CN(c2ccc(OC)cc2)S(=O)(=O)c2ccccc2)cc1	-0.1	-3.6	-3.4	-5.2	1.1	0.6	-1.5	0.0	-0.7	0.5	-0.2
C=CCN1[C@H](C)COc2cc(N3CCSCC3)ccc2S1(=O)=O	/	-5.3	-6.0	1.8	-0.2	0.2	-1.9	-1.1	/	-0.2	-1.7
O=C(Nc1nc(-c2ccco2)c(-c2ccco2)s1)C1CCC1	-1.1	-6.8	1.0	-0.7	-1.9	-0.3	0.1	-0.6	2.6	-0.6	2.2
CN(C)c1cccc(C(=O)OCC(=O)NCc2ccco2)c1	-0.3	-2.7	3.6	-3.3	-0.4	0.9	-0.8	-0.1	-0.4	-0.3	0.7
OC(CNCCC(c1ccccc1)c1ccccc1)COc1ccccc1 (stereo not given)	0.0	-9.3	-11.6	-18.4	-2.3	-5.0	-2.1	0.0	-2.9	0.6	-1.0
CCn1ccnc1CN(C)C(=O)c1ccc(OC2CCN(CCc3ccccc3)CC2)cc1	-0.8	4.5	0.6	3.2	-3.5	1.5	-0.9	0.2	2.0	0.9	-1.5
CCOC(=O)C1CCN(Cc2ccc(OC)c(OCc3ccccc3)c2)CC1	-0.1	-7.0	-6.8	5.1	-2.5	-3.1	-1.1	-0.1	2.5	-0.6	-2.8
CC(Nc1nc(-c2cccc(Br)c2)cs1)c1nc2cc(Cl)c(N3CCCCC3)cc2n1CCOCCO (stereo not given)	-0.1	-6.1	-6.8	-3.8	-1.0	-1.2	-1.2	-0.5	-0.3	0.2	-1.0
O=C(COc1ccc(S(=O)(=O)N2CCOCC2)cc1Cl)NCCN1CCOCC1	-0.4	6.3	-2.9	12.3	-2.5	0.2	-0.8	-0.2	3.0	0.0	1.2
O=C(Nc1cc(Cl)ccc1-n1cncn1)c1cccs1	-1.0	2.0	0.1	12.1	-2.9	0.2	-0.1	0.7	1.1	-0.2	0.1
CC(C)c1ccc(/C=N/NC(=O)c2c(Cl)cnn2C)cc1	-0.6	1.8	-2.5	4.6	10.8*	13.2*	0.0	3.1	4.5	0.0	1.3
Cc1cc(C(=O)Nc2ccncc2)c(C)o1	-1.2	5.1	6.0	1.1	-2.0	-0.2	-0.3	-0.4	-0.1	-0.3	-1.1
CC(C(=O)OCC(=O)c1ccc([N+](=O)[O-])cc1)N1C(=O)C2C3C=CC(C3)C2C1=O (stereo not given)	1.5	-0.1	5.0	5.9	-2.9	-0.6	-1.0	-0.2	-2.0	0.4	-1.2
NCC(=O)NCC(=O)NC1(C(=O)O)CCCC1	0.6	0.4	2.8	2.4	0.4	-0.1	-1.2	0.2	-2.3	0.4	2.0
CCCC(=O)Nc1nc2nc(C)cc(=O)n2[nH]1	1.6	0.1	0.9	1.8	3.7	1.4	-0.6	0.2	-0.2	-0.2	2.3
Cc1ccc(NC(=S)NNC(C)(C)C)cc1	0.4	4.5	1.4	-0.1	5.8	0.8	-1.1	-0.6	2.5	1.3	-0.1
Cc1ccc(OCC(=O)Nc2cccc3nsnc23)c(C)c1	1.8	-1.7	0.2	-1.8	1.1	3.3	0.3	0.4	0.5	0.0	1.9
Cc1cccc(C(=O)O)c1NC(=O)c1ccc(F)cc1	-0.9	1.0	0.2	1.2	2.0	0.9	-0.8	-0.8	0.4	0.3	-1.0
CCOc1ccccc1N(C(=O)c1snc(C(N)=O)c1N)C(C(=O)NCc1ccccc1)c1ccc(O)cc1 (stereo not given)	0.1	-23.5	-12.2	-28.9	-4.2	-0.3	-1.9	-0.5	-2.6	-1.2	0.2
Cc1cnc(NC(=O)C2CCCO2)s1 (stereo not given)	-0.5	1.9	2.1	-0.3	4.1	14.6*	-1.5	-0.1	1.9	0.8	-0.3
CCOC(=O)C1CCN(C(=O)CCNC(=O)Cn2cnc3ccccc3c2=O)CC1	1.3	1.3	-1.0	-2.6	-0.6	0.6	-1.1	-0.4	0.6	0.2	-1.9
Cc1cc2c(ncn2Cc2ccccc2)c([N+](=O)[O-])c1C	0.0	2.9	4.5	-3.3	3.8	0.4	-1.1	-0.6	4.2	-0.8	-0.8
O=C(c1ccccc1OCc1ccccc1)N(Cc1ccccn1)CC1CCCO1 (stereo not given)	/	-7.0	-1.1	-1.6	-3.8	2.3	-1.5	0.2	/	0.2	-0.7
CC(C)COP(=O)(OCC(C)C)C(O)c1ccc(N(C)C)cc1 (stereo not given)	0.6	-2.0	-6.5	5.2	-1.4	0.4	-1.4	0.8	1.1	0.6	-0.7
Nc1ccc2c(c1)CCC2=O	0.5	0.0	-2.7	-1.8	-1.3	1.3	-1.2	1.2	-0.5	-0.4	0.3
Cc1cc(C)n(Cc2cccc(C(=O)N/N=C/c3ccncc3)c2)n1	0.7	-1.0	-6.6	6.4	0.2	-1.3	-1.3	1.0	2.5	0.2	-0.2
COc1cc(OC)cc(-c2nc3cc(C)ccc3o2)c1	2.2	6.8	-4.9	-1.7	7.6	10.1	2.3*	3.8*	7.6	-1.1	17.3*
O=C(Cc1csc(N2CCOCC2)n1)N/N=C/c1ccccc1C(=O)O	1.6	0.8	-4.5	10.1	-3.0	-3.5	-0.8	0.1	0.5	0.3	2.4
Cc1cc(C)c(S(=O)(=O)N2CCN(S(=O)(=O)N3CCOCC3)CC2)c(C)c1	0.8	-6.3	2.7	2.0	-2.0	-0.6	-0.9	-0.5	1.2	0.4	-2.6
CC(C)(C)OC(=O)CNC(=O)c1[nH]cnc1C(=O)NCC(=O)OCc1ccccc1	-1.7	1.6	3.2	-23.1	-0.8	-2.0	-1.5	-1.3	-6.2	0.4	-1.5
COc1ccccc1NS(=O)(=O)c1ccc(C)c(NC(=O)c2c(C)noc2C)c1	-0.6	1.9	0.8	8.5	-3.8	-0.3	-1.0	0.0	0.6	0.4	-0.7
Cc1cccc(OCC(O)CN2CCN(c3ccccn3)CC2)c1C (stereo not given)	1.6	-2.0	-0.1	3.1	-1.3	4.5	-1.7	2.7	-0.1	0.2	-2.1
Cc1cc(C(=O)OCC(=O)N2CCCC2)c2ccccc2n1	0.4	-1.1	6.8	-0.1	-2.4	-1.8	-1.3	0.6	0.2	-1.2	-1.2
CCc1ccccc1NC1=NCC(=O)N1C1CCCC1	0.5	-1.8	0.8	0.4	1.1	-1.1	-1.1	-0.1	-0.3	0.2	0.8
O=C(Nc1ccc(F)cc1)N1CCN(C/C=C/c2ccccc2)CC1	2.8	3.2	4.3	-7.4	-2.3	-1.1	-0.9	-0.9	-2.4	0.2	-2.1
CCSc1nnc2ccc(-c3cccs3)nn12	-0.8	1.3	-2.7	2.5	0.0	9.2	-1.0	-1.0	2.9	7.6	-2.0
COC(=O)C1CCN(C(=O)c2sc3nc(-c4ccccc4)cn3c2C)CC1	0.6	6.0	-3.3	0.6	-0.6	2.2	-1.3	-0.7	0.4	-0.3	0.3
Cc1ccc(OCCCCN2CCCCC2)c(Br)c1	-0.9	-2.1	-3.0	-7.7	1.3	0.8	-1.3	-0.1	1.8	-0.3	-0.7
Cc1nc2ccccc2c2nc3ccccc3n12	-0.5	6.8	9.0	-5.1	4.4	3.4	-0.7	0.6	3.0	0.8	-1.0
Cc1ccc(N2C(=O)CC(N3CCc4ccccc43)C2=O)cc1Cl (stereo not given)	0.1	1.7	-2.8	-6.7	1.6	-0.4	-1.8	0.0	-0.2	0.1	-0.2
O=C1c2ccccc2C(=O)c2c(/C=C/N3CCCCC3)ccnc21	-1.0	-0.2	-5.0	-3.6	4.1	-3.8	-1.4	-3.1	0.0	-0.5	1.8

(listing goes on)
SMILES	DAX1 inh-1	NPR1 activator	GC-B act	HGIII-sPLA2 inh	SMARCA2 act	hgDAF12 agonist	ssDAF12 agonist	DAX1 inh-2	GAA850 FXN act	proKLK7 act	hcDAF-12 act
Cc1ccc(NC(=O)C2CCCN(c3ncccn3)C2)cc1C (stereo not given)	0.9	-1.1	-2.2	3.5	15.0*	3.6	0.2	1.1	2.3	0.1	1.3
CC(=O)c1ccc(S(=O)(=O)N(C)CCCC(=O)N2CCN(c3ncccn3)CC2)cc1	-0.4	-1.0	3.4	-1.5	5.4	-2.5	-1.1	-1.0	2.3	0.4	-1.9
O=C(COC(=O)COc1cccc(F)c1)Nc1nc2ccccc2s1	0.4	-1.1	-7.2	-5.3	0.3	0.1	-0.3	0.9	0.3	0.0	1.8
O=C(CSc1nnnn1C1CC1)N1CCN(Cc2ccccc2F)CC1	-0.5	-0.3	3.3	9.8	-3.1	-3.5	-1.7	-1.0	-0.6	-0.8	-1.2
Cc1ccc2nc(-c3cccc(Br)c3)c(Cc3ccsc3)n2c1	/	-3.9	-9.3	-0.9	9.5*	14.7*	-0.5	4.5*	/	0.4	3.1
